Assay outcomes as filed in PubChem BioAssay.
DRD3 agonist: agonists of human D3 dopamine receptor | P35462 | D3R DiscoveRx beta-arrestin cells, luminescence, 90 min | hit rate 0.58% among 410,000 | max activation, % | AID 652048; in the data active = max activation above about 30%; note: 0% is about no effect; mostly tested at two doses, the higher about 12 µM
Target sequence (P35462 whole entry, looked up): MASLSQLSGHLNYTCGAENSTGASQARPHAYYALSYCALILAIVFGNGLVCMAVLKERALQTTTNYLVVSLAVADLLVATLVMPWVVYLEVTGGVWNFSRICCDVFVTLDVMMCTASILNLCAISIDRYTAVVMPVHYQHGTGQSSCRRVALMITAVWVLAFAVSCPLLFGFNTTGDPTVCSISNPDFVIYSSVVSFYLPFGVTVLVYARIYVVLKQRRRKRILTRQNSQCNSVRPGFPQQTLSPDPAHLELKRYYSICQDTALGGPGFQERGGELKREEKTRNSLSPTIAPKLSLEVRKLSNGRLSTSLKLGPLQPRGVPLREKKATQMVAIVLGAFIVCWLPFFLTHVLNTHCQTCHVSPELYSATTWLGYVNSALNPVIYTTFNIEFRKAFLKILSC
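Agonist-mode cell screen: cells plated at 1500/well and incubated overnight at 37 °C, then exposed to library compounds for 90 min at 37 °C. Detection reagent was added for 30–60 min at room temperature, and luminescence was read.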
MCF10A rereplic: DNA re-replication induction in MCF 10a cells | hit rate 2.9% among 350,000 | MCF 10A DNA re-replication, Hoechst nuclear intensity, 48 h | Potency, µM (top dose mostly 46.1 µM), inactives show top-dose activity, positive = re-replication, hits mostly activators | AID 624296; note: potency is the fitted concentration of half-maximal effect; % of control where 0% means no effect; nearly all actives have a fitted effect of over 50% in size
GLP1R cytotox: cytotoxicity counter-screen for GLP-1 receptor inverse agonists; hit rate 0.13% among 410,000; HEK293 cAMP-luciferase reporter cells, luminescence, 24 h; Potency, µM (highest dose often 38.3 µM), without a hit: at the highest dose activity change, negative = inhibition, hits mostly inhibitors;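 note: loss of luciferase light is scored as toxicity; potency is the fitted concentration of half-maximal effect; % is set by controls: 0 for no effect and ±100 for the full control effect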
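Compound-treated cells are incubated 24 hr at 37 deg C under 5% CO2 after a 12 hour attachment period, then luciferase detection reagent is added and luminescence is measured following 12 min at room temperature; lowered signal indicates toxicity.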
HT1080-NT tox: kills 2HG-producing HT-1080-NT fibrosarcoma cells. hit rate 1.6% among 360,000. Potency, µM (doses to about 46.1 µM), without a hit: at the highest dose activity, negative = less viability, usual class: cytotoxic. HT-1080-NT fibrosarcoma viability, CellTiter-Glo ATP luminescence, 48 h;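 note: NT is the 2HG producing partner of a matched IDH1 knockdown line; potency is the fitted concentration of half-maximal effect; 0% = DMSO-treated cells and -100% = media-only wells without cells; nearly all actives have a fitted effect of over 55% in size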
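Viability by CellTiter-Glo luminescence after 48 h compound exposure at 37C of HT-1080-NT cells (750/well, RPMI, 5% FBS). % activity scaled between DMSO wells and medium-only wells, then curve-fitted and categorized by curve class.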
SW480 rereplic: inducers of DNA re-replication in SW480 colon cancer cells | SW480 DNA re-replication, Hoechst DNA content imaging, 48 h | hit rate 1.8% among 340,000 | Potency, µM (top dose mostly 46.1 µM), inactives show at the top dose re-replication activation, usual class: activators; note: potency is the fitted concentration of half-maximal effect; % of control where 0% means no effect; nearly all actives have a fitted effect of over 55% in size
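Image-based read-out: total Hoechst fluorescence of nuclei (405 nm excitation, 500-530 nm emission), with hits raising the fraction of high-intensity nuclei. SW480 colon cells incubated 48 hr with compounds at 37 C.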
KB-3-1 cytotox: KB-3-1 parental cell cytotoxicity; KB-3-1 viability, CellTiter-Glo ATP luminescence, 72 h; Potency, µM (doses to about 46.1 µM), for the others: top-dose activity change, negative = cytotoxic, hits mostly cytotoxic; hit rate 1.4% among 400,000; AID 1347075; note: potency is the fitted concentration of half-maximal effect; % is set by controls: 0 for no effect and ±100 for the full control effect; nearly all actives have a fitted effect of over 60% in size
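KB-3-1 parental drug-naive adenocarcinoma cells in DMEM/10% FBS, incubated 72 h at 37 C with pin-transferred compounds across a concentration series. Viability by CellTiter-Glo luminescence; concentration-response curves fitted after normalization.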
HT1080 IDH1KD tx: kills HT-1080 cells with IDH1 knockdown; Potency, µM (series often up to 46.1 µM), without a hit: at the highest dose activity, negative = toxicity, actives largely listed as cytotoxic; HT-1080 IDH1 knockdown viability, ATP luminescence, 48 h; hit rate 2% among 360,000; AID 686971;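 note: potency is the fitted concentration of half-maximal effect; 0% = DMSO wells and -100% = cell-free medium wells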
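Viability of IDH1-knockdown HT-1080 fibrosarcoma cells was assessed by CellTiter-Glo after 48 h at 37 °C with titrated compound; concentration-effect curves were classified by fit quality and response size.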
IL1B secr inh: inflammasome signaling inhibition, IL-1 beta readout | hit rate 4.7% among 360,000 | AID 743279 | THP-1 LPS/ATP IL-1B secretion, AlphaLISA, 16 h; stronger effect = lower value | activity change, % at 57.5 µM; in the data active = activity change below about -50%; inconclusive = mostly about -30% to -49%; note: % is set by controls: 0 for no effect and ±100 for the full control effect
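THP-1 cells pretreated 1 hr with compounds (up to 57.5 uM final), then stimulated with LPS (250 ng/mL final) plus ATP (1.25 mM final); secreted IL-1B measured by AlphaLISA after 16 hr, decreased signal indicating inhibition.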
KB-V1 MDR tox: kills drug-selected multidrug resistant KB-V1 cells; KB-V1 MDR cells viability, CellTiter-Glo, 72 h; AID 1347076; Potency, µM (series often up to 46.1 µM), for inactives: top-dose activity change, negative = cytotoxicity, actives largely listed as cytotoxic; hit rate 3.4% among 400,000; note: potency is the fitted concentration of half-maximal effect; % is set by controls: 0 for no effect and ±100 for the full control effect; nearly all actives have a fitted effect of over 60% in size
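Luminescent ATP read-out (CellTiter-Glo, 10 min) measures survival of drug-selected KB-V1 MDR cells after 72 h, 37 degrees C compound exposure. Medium: phenol-red-free DMEM, 10% FBS. Values from fitted concentration-response curves.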
An asterisk follows results filed as active; i = inactive; ? = inconclusive; nt = no result given; [ ] = remark or other dose. Unless noted, calls come from the whole dose curve; as a rule, active = well fitted curve in the direction sought with a large enough effect; inconclusive = small, poorly fitted or top-dose-only effect, or another doubt; inactive = no such curve, though single readings can be large; an effect the other way counts as inactive or inconclusive.

SMILES	DRD3 agonist	MCF10A rereplic	GLP1R cytotox	HT1080-NT tox	SW480 rereplic	KB-3-1 cytotox	HT1080 IDH1KD tx	IL1B secr inh	KB-V1 MDR tox
Cc1ccc(NC(=O)CSCC(=O)Nc2cc(C(F)(F)F)ccc2N2CCOCC2)cc1	5	1%	-10%	-8%	0%	0%	-27%	-5	?
Cc1cc(Br)ccc1S(=O)(=O)NCc1ccccc1	0	-3%	16%	3%	0%	0%	-1%	-14	22%
COC(=O)c1cccc(NC(=O)c2cnoc2C)c1	-6	3%	4%	16%	-5%	6%	0%	-2	-6%
CC12CCC(=O)N1C(C(=O)NNC(=O)c1ccc(F)cc1)CS2 (stereo unspecified)	0	-1%	-21%	-6%	4%	-12%	-10%	-6	-27%
Cc1noc(C)c1S(=O)(=O)Nc1ccc2c(c1)C(=O)N([C@@H](C)CO)C[C@@H](C)[C@@H](CN(C)CC1CCCCC1)OCCCC[C@@H](C)O2	-6	nt	-8%	-21%	nt	-28%	-29%	?	1%
CC(=O)Nc1ccc(S(=O)(=O)NCCC(=O)OCC(=O)c2ccc(Br)cc2)cc1	-1	-3%	-12%	0%	3%	4%	0%	12	7%
COc1cccc(/C=C/C(=O)OCC(=O)NCCc2ccccc2)c1	-4	-3%	2%	6%	-14%	12%	28%	-2	1%
Cc1csc(NC(=O)CCC(=O)c2cccs2)n1	-3	-2%	5%	3%	-2%	-3%	11%	9	-20%
Nc1c(N=Nc2cccc(Cl)c2)c(=O)[nH]n1-c1ccccc1	1	20%	-1%	-4%	-8%	0%	-9%	-10	18%
O=C(CSCc1ccc(Cl)cc1)N/N=C/c1c(Cl)cccc1Cl	4	-2%	18%	9%	-99%[inhibitor]	4%	0%	7	?

Part of the list above, reduced to KB-3-1 cytotox, GLP1R cytotox and HT1080-NT tox.
mol,KB-3-1 cytotox,GLP1R cytotox,HT1080-NT tox
COC(=O)c1cccc(NC(=O)c2cnoc2C)c1,6%,4%,16%
CC12CCC(=O)N1C(C(=O)NNC(=O)c1ccc(F)cc1)CS2 (stereo unspecified),-12%,-21%,-6%
Cc1noc(C)c1S(=O)(=O)Nc1ccc2c(c1)C(=O)N([C@@H](C)CO)C[C@@H](C)[C@@H](CN(C)CC1CCCCC1)OCCCC[C@@H](C)O2,-28%,-8%,-21%

Further structures:
SMILES	DRD3 agonist	MCF10A rereplic	GLP1R cytotox	HT1080-NT tox	SW480 rereplic	KB-3-1 cytotox	HT1080 IDH1KD tx	IL1B secr inh	KB-V1 MDR tox
Cc1[nH]n(-c2ccc([N+](=O)[O-])cc2)c(=O)c1C=NCCN1CCN(C(=O)c2ccccc2)CC1	-10	4%	-8%	?	-9%	?	?	-6	?
O=S1(=O)[C@H]2CC3O[C@]2(C[C@@H]3c2ccc(F)cc2)CN1Cc1ccc(Cl)cc1	-19	13%	-1%	-10%	0%	0%	-1%	-4	-15%
CN(C)CCN1CC(C(=O)O)CC1=O (stereo unspecified)	7	-6%	3%	10%	0%	7%	7%	21	-9%
CCn1cc(C(=O)NCCC(=O)NC(C)C)c(=O)c2cc3c(cc21)OCO3	5	2%	-22%	12%	1%	8%	2%	5	?
CC1Cc2cc(S(=O)(=O)N3CCC(C(=O)N4CCCCC4)CC3)ccc2N1C(=O)C1CC1 (stereo unspecified)	1	2%	-6%	5%	-5%	-24%	0%	1	-14%
O=C(CN1C(=O)C2CCCCC2C1=O)N1CCN(c2ccccc2)CC1 (stereo unspecified)	3	3%	-2%	?	-24%	15%	0%	-7	7%
CCCC(=O)Nc1ccc(C(=O)O)cc1NC(=O)CCC	-2	-1%	-20%	9%	-1%	1%	4%	3	15%
Cc1cc(C)cc(N(CCC#N)C(=O)CN2C(=O)NC3(CCCC3)C2=O)c1	2	-3%	4%	11%	16%	18%	18%	-2	-9%
Cn1cccc1/C=C1\SC(=S)N(NC(=O)c2ccc(Cl)cc2)C1=O	1	1%	-42%	-11%	-2%	3%	-20%	-6	1%
COCCCNc1oc(/C=C/c2ccccc2)nc1C#N	0	16µM*	122%[activator]	-12%	7.9µM*	-11%	-8%	-24	-2%
Cc1ccc(CC2C(=O)N(c3cc(C)ccc3C)C(=O)C2C)cc1 (stereo unspecified)	2	17%	2%	-10%	-5%	-10%	-10%	0	-4%
COc1ccc(C(=O)c2ccc(OC)c(OC)c2OC)cc1	-1	3.7µM*	-5%	?	5.8µM*	5.8µM*	10µM*	-7	2.3µM*
CN(C)c1nc(N)c([N+](=O)[O-])c(NCC2CCCO2)n1 (stereo unspecified)	8	-4%	-23%	11%	-34%[inhibitor]	3%	1%	nt	-8%
COc1cccc(/C=c2/s/c(=C(\C#N)C(=O)N3CCOCC3)n(-c3ccccc3)c2=O)c1	5	-2%	3%	-2%	-1%	4%	5%	-28	0%
O=C(O)CCNS(=O)(=O)c1ccc2ccccc2c1	-34	6%	4%	-10%[9.24 µM]	6%	1%	-12%	-3	21%
Cc1cc(SCC(=O)OCC(=O)c2c(N)n(C)c(=O)n(C)c2=O)c(C)cc1Br	-6	-2%	1%[0.307 µM]	19%	-9%	1%	8%	9	7%
CCSc1nnc(NS(=O)(=O)c2ccc(OC)cc2)s1	3	0.73µM*	1%	5%	-58%[inhibitor]	12%	6%	16	?
COc1ccc(CNC(=O)C2CCCN2S(=O)(=O)c2ccccc2)cc1 (stereo unspecified)	-8	1%	2%	11%	0%	-8%	-2%	10	?
O=C(c1ccc([N+](=O)[O-])s1)N1CCN(c2ccccn2)CC1	-4	2%	?	-24%	?	-7%	?	44	?
Cc1ccc(-c2n[nH]c(=O)c3ccccc23)cc1S(=O)(=O)N(C)C	9	22%	7%	5%	-5%	-24%	-11%	31	-9%

In the list so far, these have bromine:
SMILES	DRD3 agonist	MCF10A rereplic	GLP1R cytotox	HT1080-NT tox	SW480 rereplic	KB-3-1 cytotox	HT1080 IDH1KD tx	IL1B secr inh	KB-V1 MDR tox
Cc1cc(Br)ccc1S(=O)(=O)NCc1ccccc1	0	-3%	16%	3%	0%	0%	-1%	-14	22%
CC(=O)Nc1ccc(S(=O)(=O)NCCC(=O)OCC(=O)c2ccc(Br)cc2)cc1	-1	-3%	-12%	0%	3%	4%	0%	12	7%
Cc1cc(SCC(=O)OCC(=O)c2c(N)n(C)c(=O)n(C)c2=O)c(C)cc1Br	-6	-2%	1%[0.307 µM]	19%	-9%	1%	8%	9	7%

Going on with the list:
SMILES	DRD3 agonist	MCF10A rereplic	GLP1R cytotox	HT1080-NT tox	SW480 rereplic	KB-3-1 cytotox	HT1080 IDH1KD tx	IL1B secr inh	KB-V1 MDR tox
CCOc1ccc(CNC(=O)c2ccc3c(c2)nc2n3CCOC2)cc1OC	8	nt	13%	nt	nt	4%	nt	nt	21%
CC(C)NC(=O)c1cc(-c2cccs2)on1	-1	nt	-15%	7%	nt	14%	6%	39	-3%
COc1ccc(-c2ccc(N)cn2)cn1	7	4%	-28%	14%	-6%	30%	7%	12	-2%
Cc1nc(C)c(C(=O)C2=C(O)C(=O)N(CCCn3ccnc3)C2c2ccc(Cl)cc2)s1 (stereo unspecified)	2	3%	-5%	20%	0%	18%	21%	16	?
CNC(=O)COc1ccc(S(=O)(=O)Nc2ccc(OC)cc2)cc1	1	14%	-9%	-5%	-2%	-7%	-2%	-1	23%
CC(C)c1cc(-c2cc(C(=O)NCc3ccccc3)on2)nc(NCC2CC2)n1	8	?	0%	-4%	-1%	-11%	-13%	-18	0%
CCOC(=O)Cc1csc(NC(=O)CSc2nc(=O)[nH]c3c2CCC3)n1	20	5%	-3%	2%	-3%	-8%	5%	-90*	20%
COc1ccc(C)cc1NC(=O)C1CCCN1S(=O)(=O)c1ccc2c(c1)CCC(=O)N2 (stereo unspecified)	3	6%	7%	-4%	1%	6%	-9%	24	?
COc1ccc2ccccc2c1C1CC(=O)N2CN(C3CCCCC3)CSC2=C1C#N (stereo unspecified)	-6	-3%	-9%	-4%	2%	-10%	-8%	11	-13%
COC(=O)C1(C(=O)OC)NOC2C(=O)N(N(C)c3ncc(C(F)(F)F)cc3Cl)C(=O)C21 (stereo unspecified)	17	-1%	-2%	5%	-26%	-1%	13%	-10	9%
CC(C)N(C(=O)COC(=O)[C@@H]1CC(O)CN1S(=O)(=O)c1ccc(C(C)(C)C)cc1)C(C)C (stereo partly specified)	3	5%	9%	7%	-4%	0%	-2%	22	-8%
COc1cccc(OCC(=O)N(Cc2nc(-c3ccc(Cl)cc3)no2)C(C)C)c1	-3	20%	2%	?	-13%	?	?	-6	8%
Cc1cc(Oc2ccc(=O)n(C)n2)nc(SCCOc2ccccc2)n1	14	-21%	?	8%	-15%	-18%	16%	nt	?
Cc1ccc2c(C)c(C(=O)N3CCN(C4CCS(=O)(=O)C4)CC3)oc2c1C (stereo unspecified)	-2	-16%	6%	-2%	?	?	-3%	i	?
Cc1cccc2cc(C(c3nnnn3Cc3ccccc3)N3CCCc4ccccc43)c(=O)[nH]c12 (stereo unspecified)	-2	5.2µM*	6%	0%	4.6µM*	19%	-1%	46	-28%
